Screens as filed in PubChem BioAssay.
sdo1 growth = sdo1-depleted yeast growth rescue. 140,000 compounds, 0.21% hits. z-score at 10 µM. S. cerevisiae sdo1-depleted JHY4D growth rescue, OD600 30 h; stronger effect = higher value; pdr5 snq2 efflux-pump mutant strain;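 active = z-score above 3 at both the 24 hr and the 30 hr optical density reads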;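 note: z-score against mean and SD of all compound wells on the same plate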
INS promoter inh = TRM-6 insulin promoter activity inhibition; TRM-6 cells (human fetal islet line), insulin promoter-eGFP reporter, imaging; reporter expression induced with tamoxifen; inhibition, % at 2 µM; 130,000 compounds, 0.9% hits; AID 1273;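 active = inhibition above the mean plus 3 SD, with well images judged a real hit on visual review, cut at about 60% in these data, passing the limit was not always enough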
sdo1 growth Rescue 24 h = further read-out of sdo1 growth, marked with its call; z-score; S. cerevisiae sdo1-depleted JHY4D growth rescue, OD600; measured here: growth rescue at 24 h;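 0 is the plate mean of compound wells and units are plate SD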
Active calls of the source: *; / = no result given; [ ] = another dose, or the depositor's remark. Only part of the results is shown; the hit share may differ from the screen's.

The opening 2 compounds (preview)
| sdo1 growth | sdo1 growth Rescue 24 h | INS promoter inh | Compound |
| --- | --- | --- | --- |
| / | / | -18.2 | CC(=O)Nc1ccc(-n2cc(-c3ccccc3)[nH]c2=S)cc1 |
| -1.09 | -0.88 | 16.1 | Cc1nn(-c2c(Cl)cc(Cl)cc2Cl)c(=O)c2ccccc12 |

Main list, repeating the preview:
| sdo1 growth | sdo1 growth Rescue 24 h | INS promoter inh | Compound |
| --- | --- | --- | --- |
| / | / | -18.2 | CC(=O)Nc1ccc(-n2cc(-c3ccccc3)[nH]c2=S)cc1 |
| -1.09 | -0.88 | 16.1 | Cc1nn(-c2c(Cl)cc(Cl)cc2Cl)c(=O)c2ccccc12 |
| -1.42 | -0.75 | -73.3 | CCN(CC)S(=O)(=O)c1ccc2c(c1)C(=NO)c1cc(S(=O)(=O)N(CC)CC)ccc1-2 |
| / | / | 0.0 | CCOC(=O)C(CC)Sc1nc(-c2ccc(OC)cc2)nc2c1c(=O)n(C)c(=O)n2C (stereo not drawn) |
| 0.67 | 0.79 | -113.8 | Cc1nn(-c2ccccc2)c(Cl)c1/C=N\NC(=O)c1cnccn1 |
| 0.38 | -0.24 | / | Cc1cccc(C)c1-n1c(SCC(=O)N2CC(=O)Nc3ccccc32)nc2ccccc2c1=O |
| -0.75 | -0.95 | / | CCOC(=O)c1sc(NC(=O)c2ccc(Cl)s2)cc1C |
| / | / | -35.3 | COc1ccccc1N(CC(=O)NCCSc1ccc(Cl)cc1)S(C)(=O)=O |
| 0.89 | 0.94 | 35.0 | COc1ccc(/C=C\C(=O)NCc2ccc3[nH]c(C)cc3c2)cc1OC |
| 0.02 | -0.54 | 7.7 | CCOCCCNC(=O)c1ccc(CS(=O)(=O)Cc2cccc(C)c2)o1 |
| 0.33 | 0.38 | 2.7 | CCCCc1cc(=O)oc2cc(C)cc(OC(C)C(=O)O)c12 (stereo not drawn) |
| 1.02 | 0.45 | 13.5 | CCOC(=O)c1cnc(SC2CC(=O)N(c3ccc(C)cc3)C2=O)nc1N (stereo not drawn) |
| -0.69 | -1.36 | / | Cn1c(=O)oc2cc(S(=O)(=O)NC(Cc3ccccc3)C(=O)N3CCCCC3)ccc21 (stereo not drawn) |
| -1.17 | -0.79 | / | Cc1ccc(C2=NN(C(=O)CCl)C(c3cccs3)C2)o1 (stereo not drawn) |
| -0.58 | -0.39 | -60.0 | Cc1cccc(C(=O)Oc2ccccc2C2C[C@]3(C)CC(=O)NC3N2C(=O)c2cccc(C)c2)c1 (stereo partly drawn) |
| 0.86 | 1.45 | -8.6 | COc1cccc(CC(NC(C)=O)C(=O)NC2CCN(S(=O)(=O)c3ccc4ccccc4c3)CC2)c1 (stereo not drawn) |
| -2.35 | -1.56 | 33.3 | O=C(Nc1nccs1)c1c(O)c2cccc3c2n(c1=O)CCC3 |
| / | / | 21.4 | Cc1cccc(NC(=O)CCn2cnnn2)c1 |
| / | / | -6.7 | Cc1ccc(Nc2cc(C(=O)NCCCN3CCOCC3)c3ccccc3n2)c(C)c1 |
| / | / | 12.5 | COc1ccc(/C(=C/Nc2cccc(Br)c2)C(C)=O)cc1OC |
| -0.23 | -0.47 | 4.3 | CCOc1ccccc1OCC(=O)Nc1ccc(S(=O)(=O)Nc2nc(C)cc(C)n2)cc1 |
| -0.17 | -0.75 | / | CCCn1cc(SCC(=O)NCC2CCCO2)c2ccccc21 (stereo not drawn) |
| -0.23 | -0.17 | -56.2 | Cc1[nH]c2c(C)cccc2c1CCNC(=O)C1CCCCC1C(=O)OCC(F)(F)F (stereo not drawn) |
| 1.59 | 2.52 | -3.3 | COc1ccc(/C=N\NC(=O)C2C(=O)NCC2c2ccccc2)cc1O (stereo not drawn) |
| 0.69 | 0.19 | -42.3 | N/C(=N\OC(=O)c1ccc(F)cc1)c1nonc1N |

An excerpt from above in order of number of heavy atoms, low to high.
| sdo1 growth | sdo1 growth Rescue 24 h | INS promoter inh | Compound |
| --- | --- | --- | --- |
| -1.17 | -0.79 | / | Cc1ccc(C2=NN(C(=O)CCl)C(c3cccs3)C2)o1 (stereo not drawn) |
| 0.02 | -0.54 | 7.7 | CCOCCCNC(=O)c1ccc(CS(=O)(=O)Cc2cccc(C)c2)o1 |
| / | / | -35.3 | COc1ccccc1N(CC(=O)NCCSc1ccc(Cl)cc1)S(C)(=O)=O |
| -1.42 | -0.75 | -73.3 | CCN(CC)S(=O)(=O)c1ccc2c(c1)C(=NO)c1cc(S(=O)(=O)N(CC)CC)ccc1-2 |

The listing continues.
| sdo1 growth | sdo1 growth Rescue 24 h | INS promoter inh | Compound |
| --- | --- | --- | --- |
| -0.75 | -1.01 | 13.8 | COc1ccccc1NC(C#N)c1ccccc1OCc1ccccc1 (stereo not drawn) |
| / | / | -3.7 | O=C(Cc1ccccc1)Nc1ccc(NC(=O)C2CCCCC2)nc1 |
| / | / | 0.0 | CC(=O)Nc1ccc(C(=O)OCC(=O)Nc2ccccc2F)cc1 |
| -1.73 | -1.37 | 86.7* | COc1ccc(-c2nnc(SCc3ccccc3F)o2)cc1 |
| -0.19 | -0.56 | 50.0 | COc1cccc(-c2nn(-c3ccccc3)cc2/C=C(\C#N)C(=O)NCCCn2ccnc2)c1 |
| -2.33 | -1.44 | / | O=C(c1ccc(Br)cc1)N1CCN(S(=O)(=O)c2ccccc2)CC1 |
| -1.94 | -0.45 | 35.7 | N#Cc1nc(-c2ccc(OCc3ccccc3)cc2)oc1N1CCC(C(N)=O)CC1 |
| 0.32 | 0 | / | COc1cc([N+](=O)[O-])ccc1NC(=O)C[n+]1cccc(C)c1 |
| 0.97 | -0.06 | -21.4 | COc1cc(C(=O)Nc2ccc(O)cc2)ccc1OC(C)=O |
| 1.34 | 0.32 | 34.7 | Cc1cccc(NC(=O)CN2CCC(NC(=O)C3CCCCC3)CC2)c1C |
| -1.01 | 0 | -24.1 | COc1ccc(/C(N)=N/OC(=O)Cc2ccc(C)cc2)cc1 |
| / | / | 38.1 | Cc1cc(C)nc(SCC(=O)Nc2ccc(S(=O)(=O)Nc3ncccn3)cc2)n1 |
| -0.03 | -0.5 | 6.9 | COc1cc(/C=N/NC(=O)COc2ccccc2[N+](=O)[O-])ccc1OC(=O)c1ccco1 |
| -0.72 | 0 | -17.8 | Cc1cc(=O)oc2ccc(OCC(=O)N(Cc3ccc(F)cc3)Cc3ccco3)cc12 |
| -0.92 | -0.53 | / | CCOC(=O)C1C2C=CC3(CN(c4cccc(Cl)c4)C(=O)C13)O2 (stereo not drawn) |
| -0.52[11.1 µM] | -0.47 | / | Cc1cccc(NC(=O)c2ccccc2NC(=O)C2CCCCC2)c1C |
| 1.07 | 2.16 | 0.0 | O=[N+]([O-])c1ccc(COc2ccc(CNc3ccccc3)cc2)cc1 |
| -0.9 | -0.85 | -442.9 | CCn1c(Cc2ccc(OC)cc2)nnc1SCC(=O)Nc1cccc(C(=O)OC)c1 |
| -1.5 | -0.79 | 44.1 | CCCCc1c(C)c(C#N)c2nc3ccccc3n2c1Cl |
| 0.71 | 0.21 | -16.7 | CN(C)c1nc(C#N)nc(N2CCOCC2)n1 |
| -1.02 | -0.93 | 66.7 | COc1ccc(-c2cn3cc(C)ccc3n2)cc1OC |
| 0.69 | 0.93 | 23.5 | Cc1cccc(N2C(=O)CS/C2=N\NC(=O)c2ccc(Cl)cc2)c1C |
| 0.25 | 0.16 | / | CCSc1nnc(NC(=O)C(C)Sc2nc3ccccc3[nH]2)s1 (stereo not drawn) |
| / | / | -15.8 | O=C(CSc1nnc(NC(=O)c2ccco2)s1)Nc1ccc2c(c1)OCCO2 |
| -2.07 | -0.98 | -27.3 | CCOC(=O)N1CCN(c2ccc(S(=O)(=O)N(Cc3ccccc3)Cc3ccccc3)cn2)CC1 |

Single records, from the list above. Order of screens: sdo1 growth, sdo1 growth Rescue 24 h, INS promoter inh
Record of Cc1cc(C)nc(SCC(=O)Nc2ccc(S(=O)(=O)Nc3ncccn3)cc2)n1 → /, /, 38.1
Record of CN(C)c1nc(C#N)nc(N2CCOCC2)n1 → 0.71, 0.21, -16.7
Record of O=[N+]([O-])c1ccc(COc2ccc(CNc3ccccc3)cc2)cc1 → 1.07, 2.16, 0.0
Record of CC(=O)Nc1ccc(C(=O)OCC(=O)Nc2ccccc2F)cc1 → /, /, 0.0

The listing continues:
| sdo1 growth | sdo1 growth Rescue 24 h | INS promoter inh | Compound |
| --- | --- | --- | --- |
| -2.56 | -1.77 | / | CCOc1ccc(N2CC(=O)SC2=S)cc1 |
| 0.9 | 1.68 | -51.4 | CC(NC(=O)CCNC(=O)c1ccccc1Cl)C1CC2CCC1C2 (stereo not drawn) |
| -0.72 | -1.11 | / | O=C(NCCSCc1c(F)cccc1Cl)c1ccco1 |
| -0.07 | -0.13 | 9.1 | Cc1noc(C)c1CSc1ccccc1C(=O)Nc1nccs1 |
| -0.23 | -0.66 | -42.9 | O=C(Nc1ccc(Cl)cc1C(=O)NCc1cccnc1)c1ccco1 |
| 0.96 | 1.36 | 11.5 | O=C(c1cnccn1)N1CCc2ccccc21 |
| -1.02 | 0.8 | 20.0 | O=C(Cn1[nH]c(=O)c2ccccc2c1=O)NC1CCCCCC1 |
| -0.21 | -0.47 | 27.8 | O=C(Nc1ccccc1)NC1CCCCC1 |
| 0.4 | -0.21 | / | Cc1cccc2cc(COC(=O)c3ccccn3)c(=O)[nH]c12 |
| 0.56 | 1.25 | 15.2 | O=C(CSc1nncs1)Nc1ccc2c(c1)OCCO2 |
| 0.11 | 0.82 | 20.0 | COC(=O)c1oc2ccc(Cl)cc2c1N |
| 0.79 | 3.12 | 25.0 | COc1ccc(Cl)cc1NC(=O)Cn1nc(-c2ccc(C)cc2)n(C)c1=S |
| -1.09 | -1.08 | -4.2 | O=[N+]([O-])c1cc(C(F)(F)F)ccc1Sc1nccn1Cc1ccccc1 |
| -1.1 | -1.29 | / | O=C(COC(=O)c1c2c(nc3ccccc13)CCCCC2)c1ccc(Cl)s1 |
| 0.23 | -1.26 | -10.7 | CN(C(=O)c1ccncc1)c1nnc(-c2cnccn2)s1 |
| / | / | -18.8 | O=C(OCC(=O)N1CCN(Cc2ccccc2)CC1)c1ccc(Cl)cc1 |
| -0.01 | -0.82 | 42.9 | CC1(C)CN=C(NC2CCCCC2)S1 |
| -0.01 | -0.04 | / | COc1cccc(-c2cc(C(=O)Nc3ccc(OC)c(OC)c3)no2)c1 |
| -1.04 | -0.88 | / | CC1C(=O)N(c2ccc(S(=O)(=O)N(C)C)cc2)C1(/C=C/c1ccccc1)C(=O)NC1CCCC1 (stereo not drawn) |
| 0.77 | -0.89 | 0.0 | CONc1nc2nonc2nc1NOC |
| -1.78 | -1.08 | -22.9 | Cc1ccc(-c2nc3ccccc3c(=O)n2Cc2ccccc2)cc1 |
| 0.82 | 1.07 | -50.7 | CCOc1ccc(Nc2nc(Cc3nnc(SCC(=O)NC4CCCC4)n3C)cs2)cc1 |
| -0.97 | 0.45 | -36.1 | Cc1ccc(SCC(=O)N(Cc2nc(-c3ccccc3)no2)C(C)C)cc1 |
| 0.67 | 0.43 | -28.6 | O=c1cnn([C@@H]2O[C@H](CO)[C@@H](O)[C@H]2O)c(=O)[nH]1 |
| 0.5 | -0.03 | 7.1 | O=C(NCCCn1ccnc1)C(=O)NCC1OCCCN1S(=O)(=O)c1ccc(Cl)cc1 (stereo not drawn) |
| / | / | 21.4 | CCSc1ccccc1C(=O)N=C1NC(=O)CC2C(=O)NCCN12 (stereo not drawn) |
| -2.43 | -1.5 | 2.3 | CCOc1nc(-c2ccncc2)nc2ccccc12 |
| 0.67 | 0.59 | 9.7 | COc1cc(-c2csc(N3CCOCC3)n2)cc(OC)c1OC |
| / | / | -75.0 | OCCNCCNCc1ccccc1OCc1ccccc1 |
| -0.56 | -0.99 | / | C=CCn1c(SCc2ccc(F)cc2)nc2c1c(=O)[nH]c(=O)n2C |
| 0.32 | -0.13 | -2.2 | O=C(Nc1ccc(F)cc1F)c1sccc1SCc1cccc(C(F)(F)F)c1 |
| / | / | 14.3 | COc1cccc(N2CCN(c3ccc(N4C(=O)CCC4=O)cc3[N+](=O)[O-])CC2)c1 |
| 0.39 | 0.42 | 10.7 | CCOc1ccc(NC(=O)CSCC(=O)O)cc1 |
| / | / | 45.5 | CC(=O)c1ccc(NC(=O)C2(S(=O)(=O)c3ccccc3)CC2)cc1 |
| 0.19 | 0.38 | 19.4 | COc1ccc(C(=O)Nc2cccc3cccnc23)cc1OC |
| -0.35 | -0.85 | -130.0 | CCCSCCCNC(=O)Cn1cc2c(n1)CCCCC2 |
| -0.28 | -0.76 | / | Cc1cnn(Cc2ccccc2)c1N |
| 1.45 | 1.35 | 13.5 | COc1ccc(CCNC(=O)CN(C)S(=O)(=O)c2cccs2)cc1OC |
| -1.95 | -1.4 | -61.5 | Cc1ccc(-c2nc3cccnc3o2)cc1NC(=O)COc1ccc(Cl)cc1C |
| 0.42 | 0.02 | 25.0 | Cc1ccccc1Cn1nnc(-c2cccc(C(=O)O)c2)n1 |
| -0.56 | -0.76 | -11.1 | COC(=O)c1ccc(-c2ccc(/C=N/N3C(=O)C4C5C=CC(C6CC56)C4C3=O)o2)cc1 (stereo not drawn) |
